LAP4 TOR yeast – yeast TOR pathway LAP4-GFP modulation; GFP response vs DMSO, % at 10 µM; S. cerevisiae LAP4-GFP multiplex, flow cytometry GFP, 3 h; median GFP as percent of DMSO wells; hit rate 0.34% among 320,000;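 active means GFP response vs DMSO above a set limit, about the screen mean plus 3 SD, cut at about 150% in these data; inconclusive means under 70 cell events counted for the yeast strain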
Yeast superoxide – yeast age-related superoxide inhibition as caloric restriction mimetic; S. cerevisiae aged cells, superoxide DHE fluorescence; stronger effect = lower value; superoxide response (% of plate mean), % at 10 µM; hit rate 0.18% among 330,000;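 active means superoxide response under a set limit, about three screen SD below normal, cut at about 65% in these data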;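 further: yeast aged for seven days with compound at 30 °C before DHE staining; 100% = average MFI of all compound-treated wells on the plate with controls excluded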
AHR activator – activates the human aryl hydrocarbon receptor; AID 2796; hit rate 2.5% among 320,000; activation, % at 5 µM; AHR-responsive luciferase reporter cells, luminescence; P35869; in the data active means activation above about 47%;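 further: 0% = vehicle wells and 100% = reference agonist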
MEP2 TOR yeast – modulators of TOR pathway MEP2-GFP in S. cerevisiae; hit rate 0.51% among 330,000; AID 2016; S. cerevisiae MEP2-GFP strain, flow cytometry GFP, 3 h; 100% = DMSO control level; GFP response vs DMSO, % at 10 µM;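 active means GFP response versus DMSO above a set limit, roughly screen mean plus 3 SD, cut at about 180% in these data; inconclusive means fewer than 70 cells counted for a yeast strain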;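 further: median GFP fluorescence of the barcode-gated MEP2-GFP cells per well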
CIT2-GFP yeast – alters CIT2-GFP fluorescence in TOR pathway yeast screen; S. cerevisiae CIT2-GFP strain, flow cytometry, 3 h; 100 means same as DMSO wells; GFP response vs DMSO, % at 10 µM; hit rate 0.065% among 320,000;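 active means GFP response relative to DMSO above a set limit, near the screen mean plus 3 SD, cut at about 150% in these data; inconclusive means Fewer than 70 cells measured for a yeast strain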;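 further: ratio of well median GFP fluorescence to mean of DMSO wells on the plate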
RPL19A TOR yeast – alters RPL19A-GFP fluorescence in TOR pathway yeast screen. S. cerevisiae RPL19A-GFP strain, flow cytometry, 3 h; stronger effect = lower value. percent response vs DMSO, % at 10 µM. hit rate 0.3% among 330,000;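 active means percent response vs DMSO below 50%; inconclusive means fewer than 70 events counted for the yeast strain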;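 further: median channel GFP fluorescence of the barcoded RPL19A-GFP strain; ratio of sample median GFP to plate DMSO average so 100% = DMSO; lower means less RPL19A-GFP as with rapamycin TOR inhibition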
Efflux pump mplx – inhibitors of Candida antifungal efflux pumps expressed in yeast | AID 485275 | S. cerevisiae Candida pump triplex, Nile Red efflux | inhibition, % at 10 µM | hit rate 0.44% among 330,000;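 active means plate passing quality check with inhibition over a set limit, or well fluorescence over plate mean plus 4 SD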;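 further: Nile Red retained in pooled yeast measured as flow cytometry median fluorescence; 0% = buffer negative control and 100% = Enniatin B positive control; higher means more Nile Red kept so more efflux inhibition; some compounds called inactive have numbers as strong as hits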
AGP1-GFP MLPCN – alters AGP1-GFP fluorescence in TOR pathway yeast screen. S. cerevisiae AGP1-GFP multiplex flow cytometry, 3 h; GFP as percent of DMSO wells. GFP response vs DMSO, % at 10 µM. AID 2066. hit rate 0.02% among 320,000;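 active means GFP response relative to DMSO above a set limit, near screen average plus 3 SD, cut at about 150% in these data; inconclusive means fewer than 70 cells counted for the yeast strain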;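 further: median GFP channel fluorescence of the gated AGP1 strain per well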
An asterisk follows results filed as active; u = inconclusive; x = not tested or not shown; [ ] = another dose, or the depositor's remark.

SMILES	LAP4 TOR yeast	Yeast superoxide	AHR activator	MEP2 TOR yeast	CIT2-GFP yeast	RPL19A TOR yeast	Efflux pump mplx	AGP1-GFP MLPCN
O=C(CSc1nnnn1C1CC1)N1CCN(Cc2ccccc2F)CC1	99	122	1	96	98	96	0.2	90
CCN1CCN(P2(=O)C=C(c3ccccc3)OC(c3ccccc3)=C2)CC1	99	99	-1	97	96	101	0.0	99
Cc1ccc(NC(=O)c2ccc3snnc3c2)cc1C	104	157	27	94	103	101	-0.2	98
Cc1cc(C)cc(NC(=O)CSc2ccc(-c3ccco3)nn2)c1	101	80	1	102	85	96	0.8	96
C/C(=N\NC(=O)c1cccc(N/N=C(\C)c2ccc([N+](=O)[O-])cc2)c1)c1ccc([N+](=O)[O-])cc1	103	102	5	100	101	100	-0.1	102
CC(=O)c1ccccc1NC(=O)CSc1nnc(Cc2csc(C)n2)o1	110	116	6	103	98	98	0.1	108
CC(C)(C)C(=O)Nc1ccc(C(=O)Nc2cc(NC(=O)c3ccc(NC(=O)C(C)(C)C)cc3)cc(C(=O)O)c2)cc1	96	109	0	111	109	104	-0.3	100
Cc1ccc(-c2c(C(=O)O)c(C(=O)O)c3n2CSC3)cc1	98	83	5	107	109	104	-0.2	108
O=C1C(c2ccc(F)cc2)N(Cc2ccc3c(c2)OCO3)C(=O)CN1C1CCCC1 (configuration not stated)	99	82	1	99	112	99	0.2	104
CC(C(=O)Nc1ccc(C#N)cc1)N(C)CC(=O)Nc1cccc(F)c1 (configuration not stated)	u	75	5	85	91	89	0.1	87
Cc1cc(C(=O)N[C@H](c2ccccc2)[C@@]2(C)C[C@@H]2[C@@H](C)C(=O)Nc2ccc3ccccc3c2)no1	108	95	4	100	90	107	0.0	89
O=C(Nc1cccc(-c2csc(Nc3ccc(Cl)cc3)n2)c1)c1ccccc1	107	112	93*	98	83	97	0.1	96
Cc1ccc(CNC(=O)CSc2nccn(-c3ccc(C)c(F)c3)c2=O)cc1	122	92	-2	91	92	92	0.0	102
O=S(=O)(Nc1ccc(-c2ccc3nncn3n2)cc1)c1ccccc1F	93	96	0	92	79	89	0.3	98
COC(=O)C1=CN(c2cccc(C(F)(F)F)c2)C=C(C(=O)OC)C1c1ccc(O)c(OC)c1	81	106	6	92	90	99	0.1	84
O=C1C=C(c2ccc(Oc3ccccc3)cc2)C[C@@H](c2ccc(Cl)cc2)C1	96	96	8	99	96	97	0.1	101
CCC1CCCCN1S(=O)(=O)c1ccc2c(c1)CCN2C(C)=O (configuration not stated)	97	84	-1	98	101	96	0.8	103
COc1cccc(N2CC(C(=O)Nc3nnc(SCC(=O)NC4CCCC4)s3)CC2=O)c1 (configuration not stated)	99	96	-3	96	91	98	0.1	95
CCOc1cc(CNS(=O)(=O)c2cn(C)cn2)cc(OCC)c1OCC	109	121	4	109	119	108	-0.1	106
CCOC(=O)c1oc2ccccc2c1CN1CCN(c2ccccc2)CC1	101	100	-1	94	91	93	0.1	100
CCOC(=O)c1c(NC(=O)CN(CC)CC)sc2c1CCC2	95	101	2	94	101	96	0.0	99
Cc1ccc(S(=O)(=O)N2CCC(C(=O)NCc3ccccc3CN3CCCC3)CC2)cc1	94	101	-1	100	96	96	-0.1	99
O=C(c1cccc(C(F)(F)F)c1)c1c[nH]c(C(=O)NCCCN2CCOCC2)c1	84	94	1	91	98	98	0.1	96
O=[N+]([O-])c1c(NCCCO)cc(SCc2ccco2)c2nonc12	72[may fluoresce red and violet]	98	-1	111[may fluoresce red and violet]	u	u	1.6	19[may fluoresce red and violet]
CSc1ncc(C(=O)Nc2cccc(Cl)c2C)c(C)n1	102	96	-4	103	96	100	0.1	98
COCCCNC(=S)NNC(=S)NCCCOC	102	108	2	97	91	96	0.1	101
Cc1ccc(C(=O)N2CCN(C)CC2)cc1[N+](=O)[O-]	95	93	0	97	104	95	-0.1	96
COc1ccc(-c2cn(CCO)c(-c3ccncc3)n2)cc1	95	100	27	102	100	98	0.0	100
O=C1CN(C(=O)CN2CCOCC2)C(c2ccccc2)c2cc(Br)ccc2N1 (configuration not stated)	91	95	57*	98	100	103	0.0	91
COc1ccc(C(=O)n2cc(C(=O)c3cc(C)ccc3O)cn2)cc1OC	99	100	9	93	86	96	0.1	83
Cc1noc(C)c1S(=O)(=O)Nc1ccc(C(C)C)cc1	104	86	3	102	88	94	0.0	96
COc1ccc(C)cc1NC(=O)C1CCCCN1S(=O)(=O)c1ccccc1 (configuration not stated)	106	83	7	97	103	98	0.1	102
COc1ccc(C(C(=O)NC2CCCC2)N(C(=O)c2ccco2)c2ccccc2C(C)=O)cc1OC (configuration not stated)	90	92	-1	110	96	95	-0.1	92
CCOC(=O)Nc1ccc2c(c1)N(C(=O)CN(CC)CC)c1ccccc1C=C2	94	107	-1	103	101	101	-0.2	108
FC(F)Oc1ccc(NC(=S)NN2CCOCC2)cc1	91	83	7	87	103	95	0.0	95
CCc1cccc(NC(=S)N(CCCOC(C)C)C2CCN(C(C)=O)CC2)c1	109	104	2	122	102	106	0.0	102
O=C(O)C1CC(O)CN1S(=O)(=O)c1ccc2ccccc2c1 (configuration not stated)	104	101	-1	106	109	101	-0.1	99
O=C(Nc1ccncc1)c1cc2ccccc2o1	97	95	0	104	102	97	-0.1	101
COc1ccc(CNC(=O)C(=O)NCC2OCCN2S(=O)(=O)c2ccc(C)cc2)cc1 (configuration not stated)	139	87	-3	109	105	99	-0.1	112
COc1ccc(/C(C)=N/NC(=O)Cn2nc([N+](=O)[O-])cc2C)cc1	101	117	5	94	93	93	0.1	99
COc1ccc(-n2nc3cc(N)c(Br)cc3n2)cc1	104	94	98*	109	93	104	0.0	92
CC(=O)OCCOc1nc(N(C)C)nc(N(C)C)n1	106	102	5	98	100	101	0.0	102
COC(=O)c1ccc(CN2CCN(C3CCCC3)C(CCO)C2)cc1 (configuration not stated)	93	100	28	96	x	97	-0.1	96
COc1ccc2oc(=N)c(C(=O)NCc3ccccc3)cc2c1	94	106	x	107	102	104	0.0	80
c1ccc(N2CCN(Cc3ccnc4ccccc34)CC2)cc1	98	103	2	100	108	102	-0.1	x
Clc1ccc(SCc2cc(Cl)nc(-c3ccccc3)n2)cc1	98	100	-1	103	104	99	0.0	105
CNC(=O)c1cc2c(=O)n3cc(C)ccc3nc2n(C(C)C)c1=N	84[may fluoresce violet]	92	2	195*[may fluoresce violet]	u	31*[may fluoresce violet]	-0.2	u
CCOC(=O)CSc1nc(C)cc(=O)[nH]1	103	102	-2	103	109	99	-0.1	112

Arranged by length of the SMILES (smallest number first): part of the list above.
SMILES	LAP4 TOR yeast	Yeast superoxide	AHR activator	MEP2 TOR yeast	CIT2-GFP yeast	RPL19A TOR yeast	Efflux pump mplx	AGP1-GFP MLPCN
COCCCNC(=S)NNC(=S)NCCCOC	102	108	2	97	91	96	0.1	101
CCOC(=O)CSc1nc(C)cc(=O)[nH]1	103	102	-2	103	109	99	-0.1	112
FC(F)Oc1ccc(NC(=S)NN2CCOCC2)cc1	91	83	7	87	103	95	0.0	95
COc1ccc(-n2nc3cc(N)c(Br)cc3n2)cc1	104	94	98*	109	93	104	0.0	92
Cc1noc(C)c1S(=O)(=O)Nc1ccc(C(C)C)cc1	104	86	3	102	88	94	0.0	96
COc1ccc2oc(=N)c(C(=O)NCc3ccccc3)cc2c1	94	106	x	107	102	104	0.0	80
CCC1CCCCN1S(=O)(=O)c1ccc2c(c1)CCN2C(C)=O (configuration not stated)	97	84	-1	98	101	96	0.8	103
CCOc1cc(CNS(=O)(=O)c2cn(C)cn2)cc(OCC)c1OCC	109	121	4	109	119	108	-0.1	106
COc1ccc(C)cc1NC(=O)C1CCCCN1S(=O)(=O)c1ccccc1 (configuration not stated)	106	83	7	97	103	98	0.1	102
CC(C(=O)Nc1ccc(C#N)cc1)N(C)CC(=O)Nc1cccc(F)c1 (configuration not stated)	u	75	5	85	91	89	0.1	87
O=C1CN(C(=O)CN2CCOCC2)C(c2ccccc2)c2cc(Br)ccc2N1 (configuration not stated)	91	95	57*	98	100	103	0.0	91
O=C(c1cccc(C(F)(F)F)c1)c1c[nH]c(C(=O)NCCCN2CCOCC2)c1	84	94	1	91	98	98	0.1	96
COc1cccc(N2CC(C(=O)Nc3nnc(SCC(=O)NC4CCCC4)s3)CC2=O)c1 (configuration not stated)	99	96	-3	96	91	98	0.1	95
C/C(=N\NC(=O)c1cccc(N/N=C(\C)c2ccc([N+](=O)[O-])cc2)c1)c1ccc([N+](=O)[O-])cc1	103	102	5	100	101	100	-0.1	102
CC(C)(C)C(=O)Nc1ccc(C(=O)Nc2cc(NC(=O)c3ccc(NC(=O)C(C)(C)C)cc3)cc(C(=O)O)c2)cc1	96	109	0	111	109	104	-0.3	100

The list continues.
SMILES	LAP4 TOR yeast	Yeast superoxide	AHR activator	MEP2 TOR yeast	CIT2-GFP yeast	RPL19A TOR yeast	Efflux pump mplx	AGP1-GFP MLPCN
COc1cc2c(C(F)(F)F)c(-c3ccc(C#N)cc3)oc(=O)c2cc1OC	111	119	-1	105	104	108	0.1	116
COc1ccc(S(=O)(=O)NCC(c2cccnc2)N2CCN(C)CC2)cc1C (configuration not stated)	110	83	-3	118	131	104	-0.1	114
COc1cccc(/C=C2\SC(=S)N(CCCC(=O)NC3=NCCS3)C2=O)c1	110	90	-7	97	95	98	0.1	108
CCC(C)NC(=O)CC(NS(=O)(=O)c1ccc(Cl)cc1)c1ccco1 (configuration not stated)	101	103	-2	108	111	101	0.0	102
O=C1NC[C@@H](c2ccccc2)OC(=O)[C@@H](Cc2ccc(F)cc2)CC/C=C/C[C@H]1CC(=O)N(CCO)Cc1ccccc1	132	98	-1	91	85	88	0.8	103
